High-throughput results as filed in PubChem BioAssay.
Rpn11 block: blocks the human proteasome subunit Rpn11; O00487; human 26S proteasome, Ub4-pepOG fluorescence polarization; 20S core pre-blocked with epoxomicin; calls only at 20 µM; 360,000 compounds, 0.59% hits; AID 588493;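 active = inhibition at 20 µM, scaled to each plate's controls, above about 33%, limit read from the data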
Target sequence (O00487 whole entry, looked up): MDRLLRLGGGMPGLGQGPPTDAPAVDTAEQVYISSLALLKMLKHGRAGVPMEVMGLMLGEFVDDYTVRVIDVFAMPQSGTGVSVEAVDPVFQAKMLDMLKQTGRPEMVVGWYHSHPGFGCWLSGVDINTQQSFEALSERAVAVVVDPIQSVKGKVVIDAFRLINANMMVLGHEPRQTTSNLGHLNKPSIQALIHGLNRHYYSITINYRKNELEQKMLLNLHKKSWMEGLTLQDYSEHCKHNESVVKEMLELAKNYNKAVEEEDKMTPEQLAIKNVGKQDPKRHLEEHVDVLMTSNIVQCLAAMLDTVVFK
PABP1 MLLE inh: blocks PAM2 peptide binding to the PABP1 MLLE domain; P11940; GST-MLLE / FITC-PAM2 fluorescence polarization; inhibition, % at 20 µM; 360,000 compounds, 0.36% hits; AID 588489; in the data active = inhibition above about 35%, passing the limit was not always enough;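 also: plate controls were DMSO wells with GST-MLLE for no effect and wells lacking GST-MLLE protein for full effect; some results filed as inactive read as strong as hits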
Target sequence (P11940 whole entry, looked up, the tested form may be a part): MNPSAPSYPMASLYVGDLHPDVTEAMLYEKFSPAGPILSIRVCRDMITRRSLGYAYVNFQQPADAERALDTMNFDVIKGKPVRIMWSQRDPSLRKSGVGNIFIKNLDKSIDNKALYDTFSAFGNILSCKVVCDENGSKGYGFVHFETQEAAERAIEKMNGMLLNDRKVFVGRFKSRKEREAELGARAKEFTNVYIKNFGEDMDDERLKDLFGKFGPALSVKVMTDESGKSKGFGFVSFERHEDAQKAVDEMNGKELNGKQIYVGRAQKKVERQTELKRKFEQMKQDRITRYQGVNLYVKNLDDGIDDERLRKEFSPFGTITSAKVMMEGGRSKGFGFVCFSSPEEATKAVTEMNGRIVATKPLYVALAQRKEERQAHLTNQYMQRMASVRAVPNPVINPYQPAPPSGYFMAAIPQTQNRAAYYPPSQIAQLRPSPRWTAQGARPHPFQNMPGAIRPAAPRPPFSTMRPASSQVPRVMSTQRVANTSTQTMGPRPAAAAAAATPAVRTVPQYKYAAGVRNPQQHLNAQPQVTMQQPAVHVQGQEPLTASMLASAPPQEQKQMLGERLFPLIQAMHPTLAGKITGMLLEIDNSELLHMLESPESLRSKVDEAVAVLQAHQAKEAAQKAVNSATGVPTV
DNMT1 inh: DNMT1 (human) enzyme inhibition. inhibition (reported as % activation of signal), % at 10 µM. 360,000 compounds, 0.83% hits. DNMT1 molecular beacon, Hinp1I cleavage, fluorescence. P26358; in the data active = inhibition above about 50%
NadD inh: NadD (S. aureus) enzyme inhibition; inhibition, % at 20 µM; 360,000 compounds, 0.78% hits; purified NadD enzyme, colorimetric absorbance read-out; AID 602399; in the data active = inhibition above about 26%; also: some compounds past the cut are filed as inactive
SUMO1-SIM PPI: SUMO1-SIM interaction modulation. P63165. SUMO1 binding to a labelled peptide, TR-FRET, 1 h. inhibition, % at 20 µM. 360,000 compounds, 0.33% hits. AID 602429; in the data active = inhibition above about 37%
TbMetRS inhib: Trypanosoma brucei MetRS inhibition. 360,000 compounds, 0.4% hits. purified T. brucei MetRS, ATP depletion, Kinase-Glo luminescence. inhibition, % at 11.9 µM;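 active = inhibition above a per-plate cutoff of the control wells' mean inhibition plus 3 SD, cut at about 5.5% in these data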;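 also: 0% = DMSO wells median and 100% = median of wells with control inhibitor compound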
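Material: parasite MetRS enzyme / Replication: singlicate, one well per compound / Signal: luminescence of leftover ATP / Schedule: 2 h aminoacylation at 25 °C after 15 min preincubation / Medium: HEPES-MgCl2-KCl buffer plus DTT, spermine, BSA, pyrophosphatase / Doses: 11.9 µM single point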
LMPTP inh: LMPTP (human) inhibition. recombinant LMPTP-A, OMFP fluorogenic substrate, fluorescence intensity. inhibition, % at 20 µM. 360,000 compounds, 0.22% hits;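 active = compounds that cut the enzyme signal by at least half of the control window in the single-dose screen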;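 also: plate controls were DMSO wells with enzyme plus substrate for no effect and substrate without enzyme for full effect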
Target sequence (P24666 whole entry, looked up): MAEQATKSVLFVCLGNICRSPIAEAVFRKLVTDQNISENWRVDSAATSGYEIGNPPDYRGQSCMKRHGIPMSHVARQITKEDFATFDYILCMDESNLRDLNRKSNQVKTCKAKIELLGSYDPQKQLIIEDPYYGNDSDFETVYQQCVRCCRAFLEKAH
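Material: LMPTP-A; amount: 0.625 nM enzyme; doses: single 20 µM dose; times: reaction 50 min, room temperature, dark; technique: fluorescence intensity of OMFP turnover product; benchmarks: no-enzyme and uninhibited controls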
STEP block: STEP (human) phosphatase inhibition; P54829; recombinant STEP, OMFP fluorogenic substrate, fluorescence; inhibition, % at 20 µM; 360,000 compounds, 0.25% hits;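 active = inhibition at 20 µM, scaled per plate between control wells, above about 37%, limit read from the data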;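 also: 0% = DMSO with enzyme and substrate and 100% = substrate only without enzyme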
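Material: STEP (striatal-enriched tyrosine phosphatase) enzyme, cell-free; Compound dosing: 20 µM single dose in 1% DMSO; Technique: fluorescence read at 480 nm ex / 540 nm em; Times: reaction 20 min, ambient temperature; Medium: 50 mM Bis-Tris pH 6.0 with 2.5 mM DTT and 0.005% Tween 20; Also added: OMFP at 25 µM.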
CSN deneddyl inh: blocks human CSN-mediated cullin deneddylation; inhibition, % at 12.5 µM; AID 651999; 360,000 compounds, 0.38% hits; Q92905; Purified CSN, SCF-Nedd8-OG deneddylation, fluorescence polarization;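 active = pattern-corrected inhibition above about 35%, with an unprinted fluorescence ratio check between 0.5 and 1.5, limit read from the data, passing the limit was not always enough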;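 also: 0% = enzyme with substrate and 100% = substrate without enzyme; some results filed as inactive read as strong as hits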
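Assay system: purified human Csn5 enzyme expressed in HEK293T cells; measure: % inhibition; also added: SCFSkp2-Nedd8OG substrate at 10 nM final; technique: fluorescence polarization; times: reaction 90 min, room temperature; medium: Tris buffer pH 7.5, NaCl, DTT, Tween-20, trehalose, ovalbumin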
Scp-1 inhibitor: inhibitors of human Scp-1 phosphatase; Q9GZU7; Recombinant Scp1, phosphopeptide, malachite green phosphate absorbance; inhibition, % at 20 µM; 340,000 compounds, 0.88% hits; AID 493091;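 active = inhibition above about 50% at 20 µM, limit read from the data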;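 also: plate controls were DMSO wells with enzyme for no effect and wells lacking enzyme for full effect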
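assay system = SCP-1 phosphatase catalytic domain, residues 76-261 | buffer or medium = 50 mM Tris acetate pH 5.5, 0.005% Tween-20, 10 mM MgCl2 | incubation = enzyme reaction 45 min at room temperature, colour 5 min, stabilisation 30 min | signal = Phosphate-binding colour reagent, absorbance read at 630 nm | measure = % inhibition at 20 µM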
* marks the source's active call; other numbers are inactive results; i = inactive; . = not tested or not shown; + = active, no number.

The line under a structure holds: Rpn11 block, PABP1 MLLE inh, DNMT1 inh, NadD inh, SUMO1-SIM PPI, TbMetRS inhib, LMPTP inh, STEP block, CSN deneddyl inh, Scp-1 inhibitor
> Cc1cccc(C)c1NC(=O)C(C1CC1)n1c(=O)c(-c2cc3ccccc3[nH]2)nc2ccccc21 (centres undefined)
→ ., ., ., ., -11, -0.6, 0.9, ., 4, .
> COc1ccc(N2CCc3c(C)nc(SC)nc32)cc1
→ i, -7, -3, 0, 14, 0.3, 1.8, -1, -10, -5
> CCCCCCCC(=O)NC(Nc1ccccc1OC)C(Cl)(Cl)Cl (centres undefined)
→ i, 13, 2, 14, -3, -0.7, 1.4, 5, -6, -7
> CCOc1cc(C#N)ccc1OCC(=O)N1CCN(C(=O)c2cccs2)CC1
→ i, 1, -1, 1, 1, -0.5, -1.2, -4, 2, -5
> COc1ccc(CCN2CC(C(=O)NCCc3cccc(F)c3)CCC2=O)cc1 (centres undefined)
→ i, 17, 2, -9, 1, 0.4, 0.7, 2, 1, 6
> CN(C(=O)OCc1ccccc1)C(CC(N)=O)C(=O)O (centres undefined)
→ i, 15, 2, 3, 1, 0.1, -1.8, -2, -4, 0
> CCN(CC)C(=O)c1ccc(-c2nnc(Nc3ccc(O)cc3)c3ccccc23)cc1
→ i, -4, 1, 3, -17, -0.6, 3.0, 4, -1, -9
> Cc1c(C(=O)N2CCC(C)CC2)sc2ncnc(N3CCN(c4ccccc4)CC3)c12
→ i, -5, -5, 4, -2, -0.6, 0.5, 3, 4, 2
> CCOc1ccc(NS(=O)(=O)c2cccs2)cc1S(=O)(=O)N1CCCC1
→ i, 5, 5, -11, -3, -0.1, 0.0, -2, 3, .
> CCOC(=O)/C(C#N)=N/Nc1ccccc1C(=O)O
→ i, 2, 1, -2, -18, -0.2, -0.7, -8, 3, -5
> C[C@@H](C(=O)NCCc1c[nH]c2ccccc12)[C@H]1C[C@]1(C)[C@H](NC(=O)OCc1ccccc1)c1ccccc1
→ i, 3, -13, 0, 1, -0.2, 3.0, 1, -4, -7
> COc1ccc(OCC(=O)NC2CCSc3ccccc32)cc1 (centres undefined)
→ i, -3, -3, -3, 2, -0.1, 0.0, -3, -2, -4
> O=C(CN1CCC(C(=O)c2ccc(F)cc2)CC1)NCc1ccccc1F
→ i, 13, 0, -5, -1, -0.6, -0.9, -2, 3, 0
> COc1ccc(-c2nnc(SCC(=O)NNC(=O)Cc3ccccc3)n2C)cc1OC
→ i, -4, 3, 2, 0, -0.2, -2.2, -4, -9, -7
> COc1ccc(C(C)(C)C)cc1NC(=O)COC(=O)CN1C(=O)NC2(CCCCC2C)C1=O (centres undefined)
→ i, -5, -2, -5, 7, -0.2, 0.1, -1, -3, -11
> CCC(=O)N1CCCC(C)(C(=O)Nc2ccc(C)c(C)c2)C1 (centres undefined)
→ i, -10, -1, -2, -3, -0.2, 0.1, -1, -1, .
> COCCCNC(=S)NNC(=O)C(O)(c1ccccc1)c1ccccc1
→ i, -42, 1, -17, 8, -0.9, -0.7, 0, -9, -15
> CCCCN=c1scc(-c2ccc3c(c2)NC(=O)CO3)n1N=C1CCCC1
→ +, -72, -16, -7, -3, -0.5, 3.1, -1, 0, -2
> Cc1ccc(-n2nnnc2CNC(=O)c2ccc3c(c2)OCO3)cc1C
→ i, -2, 3, -2, 4, 0.4, -1.5, 0, -5, -5
> O=C(CSc1ccccc1)Nc1ccc(NC(=O)c2ccco2)cc1
→ i, -1, -2, 0, -2, -0.7, -0.7, 1, 3, -5
> Cc1cccc(CC(=O)Nc2sc(C(C)C)cc2C(=O)N2CCOCC2)c1
→ i, -4, -3, -6, 4, -1.1, 0.5, -1, 0, 0
> CCCCn1c(=O)[nH]c(=O)c2c1nc(-c1cc(Br)c(OCC)c(OC)c1)n2C
→ i, -15, 14, -3, 2, -0.1, -2.3, -2, 1, -5
> O=C(O)CSCC(=O)N1CCN(c2nc3cc(Cl)ccc3s2)CC1
→ i, -2, 2, -7, -4, -0.3, -2.7, 1, -3, -10
> O=C(CSC1=NC(=O)C(Cc2ccccc2)C(=O)N1)NC1CCCCC1 (centres undefined)
→ i, 9, 0, -4, 4, -0.7, -0.2, 0, 1, 2
> O=C(CSc1nnc(CNC(=O)c2ccccc2)o1)c1ccccc1
→ i, -9, -1, -6, 3, -0.3, -1.8, 0, 2, 5
> CCc1ccc(NC(=O)CSc2nc3ncc(Br)cc3[nH]2)cc1
→ i, -40, 6, 5, -29, 0.0, -1.9, -3, 1, -1
> CCOC(=O)C1=C(C)N=c2s/c(=C\c3ccc(C(=O)O)cc3)c(=O)n2C1c1ccc(OC)cc1OC (centres undefined)
→ i, -12, -2, 10, -23, -1.7, 0.7, 6, 7, 73*
> O=C1C2C3C=CC(O3)C2C(=O)N1N=Cc1cccc2ccccc12 (centres undefined)
→ i, -4, -1, -4, -21, -0.2, 2.1, -1, 6, 1
> COc1ccc(O)c(C(=O)c2cnn(C(=O)c3cccc(S(=O)(=O)N(C)C)c3)c2)c1
→ i, 0, 3, 8, 3, 0.0, -0.6, 1, 3, 3
> CCOC(=O)C(C)Sc1nnc(Cc2cc(=O)[nH]c(=O)[nH]2)n1-c1ccc(OCC)cc1 (centres undefined)
→ i, 19, 2, 6, 3, -0.2, -1.5, -2, -5, -12
> Cc1ccc(CSc2ncn(-c3ccccc3)n2)cc1
→ i, -49, -1, 5, -4, -0.4, 1.5, -1, 1, 24
> CC(Oc1ccccc1)C(=O)N1CCC2(CC1)CC(=O)c1ccccc1O2 (centres undefined)
→ i, 4, 1, -1, 5, -0.6, -0.8, 0, -2, -3
> COc1ccccc1NC(=O)CN(Cc1ccco1)C(=O)c1cc2ccccc2o1
→ i, -9, -2, -9, 1, -0.2, 0.0, 2, 0, .
> O=C(CN1C(=O)C2CCCCN2C(=O)c2ccccc21)Nc1ccc(F)cc1 (centres undefined)
→ i, -1, -3, -2, 4, 0.2, 0.3, 2, -3, 1
> CCOc1ncccc1C(=O)Nc1ccc(C)cn1
→ i, 5, 3, -10, -2, -0.4, -1.5, -3, -2, -9
> CN(C)C(=O)CSc1ccc(S(=O)(=O)N2CCCC2)cn1
→ i, 13, 1, -3, -5, -0.6, -1.9, -1, 4, 7
> CC(=O)Nc1ccc(C(=O)OCC(=O)NC(=O)NC(C)(C)C)cc1
→ i, 0, 2, -1, -2, 0.0, -2.5, -1, 1, 1
> COC(=O)[C@@]1(Sc2ccc(C)cc2)CC(=O)N(C(=O)C2CC2)[C@@H]1c1ccccc1
→ ., ., ., -5, -1, -1.0, 1.3, ., -6, .
> CN(CC(=O)N1CCN(c2ccccn2)CC1)S(=O)(=O)c1ccccc1
→ i, 0, -1, 0, 1, -1.6, -1.4, 6, 4, -2
> Cc1cccc(NC(=S)N2CCN(S(C)(=O)=O)CC2)c1
→ i, 3, 4, -1, 4, -0.1, 2.7, 5, -5, -2
> COc1ccc(CCNC(=O)c2n[nH]c(=O)c3ccccc23)cc1
→ i, -1, -4, -10, 1, -1.1, 0.0, -2, 1, -7
> COc1cc(NS(=O)(=O)c2c(C)oc3c(F)c(F)c(F)c(F)c23)cc(OC)c1OC
→ i, 2, -2, -4, 7, -0.1, 1.6, -2, 3, -11
> NS(=O)(=O)c1cccc(NC(=O)COC(=O)Cc2n[nH]c(=O)c3ccccc23)c1
→ i, -2, 1, 1, 5, -0.4, -1.2, -1, -3, -8
> CC(=O)Oc1ccc(C(=O)OCC(=O)c2c(N)n(C)c(=O)n(C)c2=O)cc1OC(C)=O
→ i, -13, 1, -2, 20, 0.2, -0.9, 3, 6, -7
> O=C(NCc1cccs1)c1ccc2c(c1)ncn2C1CCCC1
→ i, 3, 1, 2, -5, 0.1, -0.4, -2, -4, -5
> COc1ccc2[nH]c(C(=O)N3CCN(c4ccccc4F)CC3)c(C)c2c1
→ i, -6, -1, 2, 4, -0.4, 1.1, -3, 4, -7
> C=CCn1c(SCC(=O)Nc2cccnc2Cl)nnc1-c1ccc(Cl)cc1
→ i, -75, 1, 0, 2, -0.8, -0.5, 2, 3, 1
> COc1cccc(OC)c1-c1nnc(-c2cn(C)c3ccccc23)o1
→ i, 2, 1, 0, -2, -0.1, 1.2, -2, 0, -3
> O=c1[nH][nH]c2c1[C@H](CCc1cccc(Cl)c1)O[C@H](C1CCCC1)C2
→ ., ., ., 4, 8, 0.0, 2.7, ., 3, .
> CCc1nn(C(C)C(=O)N2CC(C)CC(C)C2)c(=O)c2cc3occc3n12 (centres undefined)
→ i, 2, 1, -1, 2, -0.3, -0.4, 2, 3, 37
> CN(CC(=O)Nc1cccc(Cl)c1)C1=NS(=O)(=O)c2ccccc21
→ i, -21, 0, 0, 0, 0.5, -0.8, -1, 3, -10
> CC(NC(=O)CNC(=O)C1CCCCC1)c1ccc(S(N)(=O)=O)cc1 (centres undefined)
→ i, 1, 2, 2, 2, -0.6, -0.5, 0, 7, 1
> CCN(CC)S(=O)(=O)c1cccc(C(=O)NC2CCCCC2)c1
→ i, 3, 3, -4, 0, 0.5, -0.8, 14, -3, 0
> COc1ccc(OC)c2[nH]c(=O)c(CCNC(=O)c3ccc(S(=O)(=O)N4CCCCC4)cc3)cc12
→ i, 9, -1, 0, -1, -0.6, -0.2, -2, 2, -7
> O=C1CC(C(=O)N2CCC(N3CCC(C(=O)NC4CC4)CC3)CC2)c2ccccc21 (centres undefined)
→ i, 5, -1, -4, -2, -1.1, -3.2, -1, 0, 6
> CCC1(c2ccccc2)NC(=O)N(C)C1=O (centres undefined)
→ i, -14, 5, -2, 1, -1.4, -2.8, -2, -3, -4
> CCCCNC(=O)c1ccccc1NC(=O)CN(c1ccccc1)S(=O)(=O)N(C)C
→ i, -4, 0, -3, 2, 0.1, 0.0, 0, 4, 0
> OC(CNc1nc(-c2cccnc2)nc2ccccc12)c1ccccc1 (centres undefined)
→ i, -42, 5, 18, 8, 0.9, 13, 2, 17, -5

Ordered by value in DNMT1 inh (rising): some entries from above.
| molecule | DNMT1 inh |
| --- | --- |
| O=C(CN1C(=O)C2CCCCN2C(=O)c2ccccc21)Nc1ccc(F)cc1 (centres undefined) | -3 |
| COc1ccc2[nH]c(C(=O)N3CCN(c4ccccc4F)CC3)c(C)c2c1 | -1 |
| CCN(CC)C(=O)c1ccc(-c2nnc(Nc3ccc(O)cc3)c3ccccc23)cc1 | 1 |
